Assay outcomes from PubChem.
RGS4 pot = RGS4 potentiators or activators, primary screen, cell-based, HEK293 M3R inducible RGS4, calcium flux. AID 463111, 2010. carbachol calcium flux Fluo4; stronger effect = lower value. B-score at 10 µM. actives 0.92% (n = 310,000);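 active = B-score of the integrated calcium signal more than 4 SD below the library mean, with starting fluorescence not abnormally high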;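 also: negative B-score means reduced calcium response which marks RGS4 activation or potentiation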
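System: HEK293 FlpIn-TREx cells, stable M3R, doxycycline-inducible RGS4. Timing: overnight RGS4 induction, 30 min dye load 37 °C, 20 min compound RT. Also added: carbachol, ECmax concentration. Measured by: Fluo4 fluorescence kinetic imaging of calcium. Evaluation: integrated calcium ratio converted to B score.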
SKKanGAS inh = S. pyogenes SKKanGAS growth inhibitors in kanamycin, primary screen, streptokinase expression inhibitor project, SKKanGAS strain, BacTiter-Glo luminescence. actives 1.3% (n = 300,000). 6 h. AID 1662, 2009. inhibition, % at 7.5 µM;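 active = mean replicate score, as percent of positive control median, at least 50; inconclusive = mean below 50 but one replicate at or above 50; inactive = mean and every replicate below 50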;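 also: strain carries kanamycin resistance gene driven by streptokinase promoter and grows in 40 µg/ml kanamycin; loss of luminescence reflects streptokinase promoter inhibition or plain growth inhibition; 0% = median of DMSO wells and 100% = positive control at its reference dose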
TMEM16A inh = TMEM16A chloride channel inhibitors, primary screen, cell-based, HTS; Anoctamin-1 (Mus musculus), Q8BHY3; HEK293 TMEM16A/YFP iodide influx fluorescence, ionomycin; normalized B-score (activity score, 25-100; higher = stronger inhibition) at 10 µM; actives 1.2% (n = 310,000); AID 588511, 2011;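 active = ratio plate-corrected score three or more library SD toward inhibition, starting fluorescence score within five deviations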;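 also: score derived from kinetic fluorescence span divided by baseline fluorescence per well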
KCNK9 inh = KCNK9 potassium channel inhibitors, primary screen, HEK293 cells, thallium flux. FluxOR thallium flux fluorescence; stronger effect = lower value. B-score at 10 µM. actives 1.2% (n = 310,000). AID 488922, 2010;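 active = ratio B-score over 3 SD below the library mean, with starting fluorescence within 5 SD of its mean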;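 also: negative B-score means less thallium flux so channel inhibition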
TMEM16A act = TMEM16A chloride channel activators or potentiators, primary screen, cell-based, HTS; Anoctamin-1 (Mus musculus), Q8BHY3; HEK293 TMEM16A/YFP-H148Q/I152L, iodide quench fluorescence; stronger effect = lower value; B-score at 10 µM; actives 0.3% (n = 340,000); AID 623877, 2012;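 active = fluorescence-ratio B-score plate-corrected deviation score at least 3 library SD below zero, with starting fluorescence score within 5 deviations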;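 also: channel opened by trigger with iodide after compound preincubation; score built on the fluorescence ratio of max minus min over baseline; more negative score means more quench and so TMEM16A activation or potentiation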
KCNQ1 act = potentiators or activators of KCNQ1 channel, primary screen, cell-based, thallium flux, high-throughput; CHO-K1 KCNQ1, thallium flux FluxOR fluorescence; stronger effect = higher value; B-score at 10 µM; actives 0.35% (n = 310,000);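 active = fluorescence ratio B-score, a plate-corrected score, at least three library SD, with initial intensity B-score within 5 SD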
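Test system: CHO-K1 cells stably expressing KCNQ1 / Medium: assay buffer / Also added: depolarizing K+/Tl+ stimulus, K2SO4 and Tl2SO4 each 12.5 mM in 5x stock / Incubation: 90 min dye loading and 20 min compound exposure, both at room temperature / Signal: thallium influx via FluxOR fluorescence, kinetic imaging / Evaluation: B score of baseline-normalized fluorescence ratio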
KCNK3 inh = human KCNK3 channel inhibitors, primary screen, CHO cells, FluxOR thallium flux, B-score. FluxOR fluorescence; stronger effect = lower value. actives 0.84% (n = 340,000). Potassium channel subfamily K member 3 (Homo sapiens), O14649. B-score at 10 µM;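 active = B-score under library mean minus 4 SD, starting fluorescence ratio at most library mean plus 5 SD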;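 also: more negative B-score means stronger inhibition of thallium flux through KCNK3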
HDAC3 inhib = HDAC3 deacetylase inhibitors, primary screen, biochemical, fluorescence, cell-free homogeneous | AID 2718, 2010 | inhibition, % at 8.3 µM | actives 0.15% (n = 320,000) | Histone deacetylase 3 (Homo sapiens), O15379 | recombinant HDAC3, fluorogenic peptide/trypsin coupled; in the data active = inhibition above about 26%, passing the limit was not always enough; inconclusive = no clear call, values can overlap the other calls
RGS4 inh = RGS4 inhibitors, primary screen, cell-based, HEK293 M3R inducible RGS4, calcium flux | Regulator of G-protein signaling 4 (Homo sapiens), P49798 | Fluo-4 calcium flux; stronger effect = higher value; triggered by carbachol at its EC20 | B-score at 10 µM | actives 0.45% (n = 310,000);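 active = B-score, a plate-corrected calcium signal, over three deviations above library mean, with baseline fluorescence within five deviations of library mean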;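 also: RGS4 expression induced by doxycycline in cells with stable M3 receptor; B-score is computed from the integrated fluorescence ratio over baseline after carbachol; higher B-score means a larger calcium signal and so more RGS4 inhibition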
hERG rescue = hERG rescue from dofetilide block, primary screen, cell-based, CHO-hERG, FluxOR thallium flux, dofetilide IC70; dofetilide IC70 present; actives 0.51% (n = 310,000); Voltage-gated inwardly rectifying potassium channel KCNH2 (Homo sapiens), Q12809; activation (rescue from dofetilide block), less the hit threshold, % at 10 µM;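 active = activation above the mean of controls blocked by dofetilide plus 5 SD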;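 also: thallium influx through hERG after potassium depolarization seen as dye fluorescence rise; in these data hits start at about 4.7%; inactives centre near -7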
Target sequence (Q12809 whole entry, looked up): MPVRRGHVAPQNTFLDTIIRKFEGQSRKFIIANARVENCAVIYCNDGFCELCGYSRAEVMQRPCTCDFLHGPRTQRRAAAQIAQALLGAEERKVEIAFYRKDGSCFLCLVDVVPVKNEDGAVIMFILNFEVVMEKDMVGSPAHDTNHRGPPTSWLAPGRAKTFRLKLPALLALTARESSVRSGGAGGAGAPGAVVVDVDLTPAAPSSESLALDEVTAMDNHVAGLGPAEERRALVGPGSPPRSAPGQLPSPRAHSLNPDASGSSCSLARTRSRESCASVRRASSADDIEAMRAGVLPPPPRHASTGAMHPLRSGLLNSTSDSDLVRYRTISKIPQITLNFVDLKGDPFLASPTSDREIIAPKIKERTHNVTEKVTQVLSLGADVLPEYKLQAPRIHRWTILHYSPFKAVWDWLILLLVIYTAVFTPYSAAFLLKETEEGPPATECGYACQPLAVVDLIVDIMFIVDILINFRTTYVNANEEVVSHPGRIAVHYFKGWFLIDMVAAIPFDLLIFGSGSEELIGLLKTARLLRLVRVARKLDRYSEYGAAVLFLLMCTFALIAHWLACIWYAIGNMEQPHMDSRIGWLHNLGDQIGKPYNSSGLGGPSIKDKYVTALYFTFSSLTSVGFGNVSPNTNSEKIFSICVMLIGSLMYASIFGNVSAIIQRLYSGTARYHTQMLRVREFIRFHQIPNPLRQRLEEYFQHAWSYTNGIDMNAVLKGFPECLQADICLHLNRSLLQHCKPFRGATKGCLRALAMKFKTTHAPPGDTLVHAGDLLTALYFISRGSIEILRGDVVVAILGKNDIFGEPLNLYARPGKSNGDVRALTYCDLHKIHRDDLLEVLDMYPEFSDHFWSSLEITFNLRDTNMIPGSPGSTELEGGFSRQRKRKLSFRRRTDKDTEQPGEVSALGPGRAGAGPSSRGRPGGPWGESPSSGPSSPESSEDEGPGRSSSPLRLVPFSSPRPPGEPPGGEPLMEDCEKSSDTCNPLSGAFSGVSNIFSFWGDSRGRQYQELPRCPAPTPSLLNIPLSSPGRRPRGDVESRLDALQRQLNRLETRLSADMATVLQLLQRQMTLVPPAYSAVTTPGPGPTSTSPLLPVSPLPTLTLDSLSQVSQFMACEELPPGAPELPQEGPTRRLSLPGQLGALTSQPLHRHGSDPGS
KCNQ1 block = inhibitors of human KCNQ1 channel, primary screen, cell-based, thallium flux, high-throughput. Potassium voltage-gated channel subfamily KQT member 1 (Homo sapiens), P51787. actives 1.3% (n = 310,000). CHO-K1 KCNQ1, FluxOR thallium flux fluorescence; stronger effect = higher value. B-score at 10 µM;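 active = compounds whose thallium flux B-score, printed positive for inhibition, exceeds three library SD while starting fluorescence stays within three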;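 also: channel opened by potassium depolarization with thallium stimulus after 20 min compound exposure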
* = called active by the depositor; i = inactive; u = inconclusive; x = not tested or not shown. Compounds were not picked by outcome; about 6.3% have a hit in one of these screens.

SMILES	RGS4 pot	SKKanGAS inh	TMEM16A inh	KCNK9 inh	TMEM16A act	KCNQ1 act	KCNK3 inh	HDAC3 inhib	RGS4 inh	hERG rescue	KCNQ1 block
C=CCOc1ccc(CNCC2CCCO2)cc1 (stereo not drawn)	i	-2	i	i	i	i	i	-2	i	-6	i
Cc1ccc(SC(C)c2nc(-c3cccnc3)no2)cc1 (stereo not drawn)	i	-2	i	i	i	i	i	0	i	-11	i
COCCNC(=S)N1CCN(c2ccc(Cl)cc2)CC1	i	-11	i	i	i	i	i	9	i	-1	i
CC(C)Cn1cc(C(=O)NCCCN2CCCC2=O)c2c3ccccc3n(C)c2c1=O	i	-13	i	i	i	i	i	-2	i	-12	i
Cn1c(SC2CCCCC2=O)nnc1-c1ccncc1 (stereo not drawn)	i	5	i	i	i	i	i	-4	i	-8	i
CCN(CC)CCOC(=O)c1ccc(NC(=O)c2cccc(C)c2[N+](=O)[O-])cc1	i	-4	i	i	i	i	i	2	i	-8	i
Cc1ccc(C(=O)NCC(=O)OC(C)C(=O)NC2CCCc3ccccc32)cc1 (stereo not drawn)	i	7	i	i	i	i	i	-4	i	-4	i
Cc1ccc(C(=O)Oc2ccccc2N2C(=O)C3C4CCC(C4)C3C2=O)cc1 (stereo not drawn)	i	-1	i	i	i	i	i	0	i	-8	i
Cc1ccc(CSc2nnc(-c3ccncc3)n2N)cc1	i	4	i	i	i	i	i	10	i	-9	i
Cn1c(=O)c2c(nc(N3CCCCCC3)n2CC(=O)c2ccccc2)n(C)c1=O	i	8	i	i	i	i	i	1	i	-6	i
COc1ccc(C2=NOC(C(=O)Nc3ccc4c(c3)OCO4)C2)cc1OC (stereo not drawn)	i	-9	i	i	i	i	i	0	i	-14	i
CC(/C=N/NC(=O)Cn1cnc2c1c(=O)n(C)c(=O)n2C)=C\c1ccccc1	i	1	i	i	i	i	i	-2	i	-3	i
O=C(CNC(=O)c1ccco1)N/N=C/c1cc(Br)ccc1O	i	24	i	i	i	i	i	-6	i	-7	i
O=C(COC(=O)c1ccccc1NC(=O)C1CC1)c1ccc2c(c1)OCCO2	i	-10	i	i	x	i	x	6	i	-8	i
Cc1ccc(-c2nnn(CC(=O)NC3CC4CCC3C4)n2)cc1 (stereo not drawn)	i	10	i	i	i	i	i	0	i	-10	i
COc1cccc(C(=O)N2CCN=C2SCc2cccnc2)c1OC	i	-3	i	i	i	i	i	-2	i	-2	i
O=C1CCc2cc(S(=O)(=O)N3CCCC3C(=O)NC3CCCCCCC3)ccc2N1 (stereo not drawn)	i	-2	i	i	i	i	i	-6	i	-8	i
Cn1c(Cn2c(=O)sc3ccccc32)nnc1SCC(=O)NCc1ccccc1Cl	i	1	i	i	i	i	i	8	i	-9	i
CCC(C)(C(=O)Nc1ccc(OC)cc1)N(C)C(=O)Cn1nnnc1N (stereo not drawn)	i	-14	i	i	i	i	i	-1	i	-4	i
Cc1cccc(NC(=O)CN2C(=O)CCSc3ccc(S(=O)(=O)N4CCOCC4)cc32)c1C	i	-8	i	i	i	i	i	-1	i	-10	i
O=C(Nc1nnc(SCC(=O)N2CCCCC2)s1)c1ccccc1F	i	2	i	i	i	i	i	5	i	-2	i
Cn1nnc(NC(=S)NC(=O)/C=C/c2ccco2)n1	i	-7	i	i	i	i	i	1	i	-8	i
CNC(=O)/C=C/c1cccc(C(F)(F)F)c1	i	-3	i	i	i	i	i	5	i	-6	i
Cc1cc(/C=C2\SC(=S)NC2=O)c(C)n1-c1ccccc1	i	41	i	i	i	i	i	7	i	2	i
CC(=O)N1N=C(c2cccs2)CC1c1ccc(C)o1 (stereo not drawn)	i	-5	i	i	i	i	i	10	i	-2	i
Going on with the list:
SMILES	RGS4 pot	SKKanGAS inh	TMEM16A inh	KCNK9 inh	TMEM16A act	KCNQ1 act	KCNK3 inh	HDAC3 inhib	RGS4 inh	hERG rescue	KCNQ1 block
CC[C@H](C)Cc1cn([C@@H](CCCCN)C(=O)NCCCCCCCCCCC(=O)N2CCNCC2)nn1	x	8	i	x	i	x	i	0	x	x	x
O=C(CNS(=O)(=O)c1ccccc1)OCC(=O)c1cccc([N+](=O)[O-])c1	i	-4	i	i	i	i	i	2	i	-5	i
COc1ccccc1-n1cc(C(=O)NCC(=O)N2CCN(Cc3ccccc3)CC2)c2ccccc2c1=O	i	7	i	i	i	i	i	-2	i	-2	i
CC1CC(C)CN(C(=O)CN2CCN(Cc3ccc(Cl)cc3)C2=O)C1 (stereo not drawn)	i	-4	i	i	i	i	i	4	i	-9	i
O=C(CCc1nnc(CCc2ccccc2)o1)N1CCCCC1CCn1cccn1 (stereo not drawn)	i	2	i	i	i	i	i	1	i	-3	i
O=C(Cn1nnc2ccccc21)NNC(=O)c1ccccc1	i	4	i	i	i	i	i	-5	i	-3	i
CCNc1ccc(S(=O)(=O)N(C)C)cc1[N+](=O)[O-]	i	5	i	i	i	i	i	2	i	-10	i
Cc1ccc(Nc2nc(N)c([N+](=O)[O-])c(NCc3ccco3)n2)cc1	i	37	i	i	i	i	i	-7	i	-5	i
COc1cccc(C(=O)CN2CCC(NC(=O)NC3CCCCC3)CC2)c1	i	0	x	i	i	i	i	x	i	-7	i
NCCSc1c(-c2ccc(Cl)cc2)[nH]c2ccccc12	i	-18	i	-7.3*	i	i	i	2	i	-22	i
C/C(=N\Nc1nc2ccccc2[nH]1)c1ccc2c(c1)OCCO2	i	17	i	i	i	i	i	u	i	-25	i
COc1ccc(C(=O)NCC2(c3ccccc3)CCCC2)c(OC)c1	i	6	i	i	i	i	i	8	i	-9	i
CC1=C(C(=O)OCc2ccccc2)C(c2ccccc2[N+](=O)[O-])NC(=O)N1C (stereo not drawn)	i	-6	i	i	i	i	i	-1	i	-3	i
Cc1nn(-c2nc3ccccc3n2Cc2ccccc2)c2c1C(=O)CC(C)(C)C2	i	x	i	i	i	i	i	5	i	-6	i
O=C(CN(C(=O)Cn1nnc(-c2cccs2)n1)c1ccc2c(c1)OCCO2)NCc1ccccc1	i	-7	i	i	i	i	i	-7	i	-14	i
CC1CN(C(=O)COC(=O)c2cc([N+](=O)[O-])ccc2Cl)CC(C)O1 (stereo not drawn)	i	-6	i	i	i	i	i	-8	i	-15	i
COc1ccc(OC)c(NC(=O)CCN2CCN(c3ccccc3OC)CC2)c1	i	-7	i	i	i	i	i	4	i	-8	i
Cc1ccc(NC(=O)C2CCCN(S(=O)(=O)c3ccc4[nH]c(=O)ccc4c3)C2)cc1C (stereo not drawn)	i	-4	i	i	i	i	i	-2	i	-9	i
CCOC(=O)c1sc(=N)n(-c2ccc(OC)cc2)c1C	i	-6	i	i	i	i	i	9	i	-2	i
OCC1(Cc2ccccc2C(F)(F)F)CCN(Cc2ccncc2)CC1	i	-3	i	i	i	i	i	x	i	-15	i
CSc1nc(-c2ccc(Cl)cc2)nn1C(=O)c1ccccc1	i	-4	i	i	i	i	i	0	i	-2	i
Cc1ccc(N(CC(O)CN(C)C)S(=O)(=O)c2ccccc2)cc1 (stereo not drawn)	i	0	i	i	i	i	i	-4	i	-3	i
CCOC(=O)c1cc(-c2ccco2)nc2c1c(C)nn2-c1ccccc1	i	1	i	i	i	i	-9.4*	1	i	-6	i
CCc1ccc(CN(C)Cc2nc(Cc3ccc(OC)c(OC)c3)no2)nc1	i	10	i	i	i	i	i	-1	i	-10	i
O=C(NCc1ccc2c(c1)OCO2)c1ccc(Cl)c(S(=O)(=O)NCc2ccccc2)c1	i	0	i	i	i	i	i	-9	i	-2	i
Next part:
SMILES	RGS4 pot	SKKanGAS inh	TMEM16A inh	KCNK9 inh	TMEM16A act	KCNQ1 act	KCNK3 inh	HDAC3 inhib	RGS4 inh	hERG rescue	KCNQ1 block
COc1ccc(CNCc2c(O)c(Cl)cc3c(C)c(C)c(=O)oc23)c(OC)c1	i	2	i	i	i	i	i	-237	i	-14	i
CCOC(=O)[C@@H]1[C@H]2COc3ccccc3[C@@H]2N2C(=O)N(c3ccc(C(F)(F)F)cc3)C(=O)[C@]12C	i	9	i	i	i	i	i	15	i	-12	i
Cc1ccccc1NS(=O)(=O)c1cc(C(N)=O)ccc1C	i	2	i	i	i	i	i	0	i	-8	i
COc1cc(OC)c(OC)cc1CN1CCN(Cc2cccn2C)CC1	i	9	i	i	i	i	i	0	i	-4	i
Cc1cc(C)c(C(=O)NC2CCCc3c2cnn3-c2ccc(C)c(C)c2)c(=O)[nH]1 (stereo not drawn)	i	-3	i	i	i	i	i	2	i	-7	i
CC(C)Oc1ccc(CNC(=S)N/N=C/c2cccnc2)cc1	i	-12	i	i	i	i	i	10	i	-7	i
COc1ccccc1CN1CC(C(=O)N2CCN(c3ccc(F)cc3)CC2)CC1=O (stereo not drawn)	i	-11	i	i	i	i	i	0	i	-4	i
O=C([C@H](Cc1ccccc1)NS(=O)(=O)c1ccc(Cl)cc1)N1CC[C@@]2(O)CCCC[C@H]2C1	i	-4	i	i	i	i	i	-5	i	-7	i
CN(CCN1CCOCC1)Cc1nc(-c2ccc(Cl)cc2)no1	i	-1	i	i	i	i	i	x	i	-14	i
CC(=O)N1c2ccc(S(=O)(=O)N3CCCC3)cc2CC1C(=O)Nc1cc(C)cc(C)c1 (stereo not drawn)	i	-3	i	i	i	i	i	-1	i	-10	i
O=C(CNc1cccc(S(=O)(=O)N2CCOCC2)c1)N1CCc2ccccc21	i	1	i	i	i	i	i	x	i	-14	i
CCc1cccc(C)c1NC(=O)CC1Oc2ccc(C)cc2NC1=O (stereo not drawn)	i	-3	i	i	i	i	i	-1	i	0	i
CCCN1CCN(C(=O)c2cn(CC(C)C)c(=O)c3cc(OC)c(OC)cc23)CC1	i	-3	i	i	i	i	i	-4	i	-14	i
CC(=O)c1c(C)nc2ccc(Br)cc2c1C(=O)O	i	-6	i	i	i	i	i	4	i	-8	i
